# ALOX12 inh: Primary qHTS assay for inhibitors of human arachidonate 12S-lipoxygenase (ALOX12): Round 2; Polyunsaturated fatty acid lipoxygenase ALOX12 (Homo sapiens), P18054; purified 12hLO, xylenol orange hydroperoxide absorbance; Potency, µM (series often up to 108 µM), for the others: at the top dose activity change, negative = inhibition, usual class: inhibitors; 580,000 tested, 1.1% active; active means well fitted inhibition curve with a large enough effect; inconclusive means small, poorly fitted or top-dose-only effect, or another doubt; inactive means no such curve, though single readings can be large or run the other way
# Target sequence (P18054 whole entry, looked up): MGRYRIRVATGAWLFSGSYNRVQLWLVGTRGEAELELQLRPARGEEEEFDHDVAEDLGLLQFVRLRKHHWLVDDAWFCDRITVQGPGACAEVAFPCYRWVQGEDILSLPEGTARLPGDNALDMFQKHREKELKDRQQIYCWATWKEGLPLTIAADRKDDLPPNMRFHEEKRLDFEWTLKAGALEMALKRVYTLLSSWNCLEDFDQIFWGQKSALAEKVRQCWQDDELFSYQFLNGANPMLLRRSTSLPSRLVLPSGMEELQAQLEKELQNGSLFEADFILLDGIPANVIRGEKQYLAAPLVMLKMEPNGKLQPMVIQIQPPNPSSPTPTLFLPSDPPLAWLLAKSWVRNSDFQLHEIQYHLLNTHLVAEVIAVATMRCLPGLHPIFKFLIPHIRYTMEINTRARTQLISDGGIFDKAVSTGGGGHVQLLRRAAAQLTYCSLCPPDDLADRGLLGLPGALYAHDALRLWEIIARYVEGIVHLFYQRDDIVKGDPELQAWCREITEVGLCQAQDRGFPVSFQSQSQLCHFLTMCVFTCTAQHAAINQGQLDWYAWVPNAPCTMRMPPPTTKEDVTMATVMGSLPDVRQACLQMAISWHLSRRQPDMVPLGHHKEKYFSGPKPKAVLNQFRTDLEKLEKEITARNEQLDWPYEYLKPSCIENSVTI
#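 Purified human 12hLO at 150 nM in 25 mM Hepes, 0.01% Triton X-100, pH 7.0, preincubated 15 min at room temperature with compound. Reaction started with 40 uM arachidonic acid, 30 min at room temperature. Hydroperoxide measured by Fe-xylenol orange, 573/405 nm absorbance ratio.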
# An asterisk follows results filed as active; ? = inconclusive; [ ] = remark or other dose. On the % scale 0 is the no-effect control and ±100 the full control effect; potency means the concentration at half of the fitted maximal effect. Only part of the results is shown (hit frequency here may not be typical).
SMILES,ALOX12 inh
COCc1nc(-c2ccc(OC3CCN(C(=O)CCc4ccc(OC)cc4)C3)cc2)no1 (stereo not drawn),6.0%
COc1ccc(C(=O)N[C@@H]2CCC[C@@H]2C(=O)N2CCN(Cc3ccc(F)cc3)CC2)cc1,13.6%
COc1ccc(/C=C/C(=O)OCC2C(COC(=O)/C=C/c3ccc(OC)c(OC)c3)C2(Cl)Cl)cc1OC (stereo not drawn),-29.0%
O=C1CCC[C@H]2[C@@H](Cc3ccccc3)[C@@H](NS(=O)(=O)c3ccc(F)cc3)CC[C@]23CCCN13,?
C/C(=N\NC(=O)CCc1ccccc1)c1ccccc1,10.9%
CCc1cc(N2CCC(Cc3nncn3C)CC2)nc(N2CCOCC2)n1,49.9%[activator]
CN(C)C(=O)c1ccc(OC2CCN(C(=O)c3ccoc3)CC2)nc1,33.3%
COC(=O)C(c1ccccc1)(c1cn(C)c2ccccc12)C(Nc1ccccc1)c1ccc(C)cc1 (stereo not drawn),?
N#Cc1ccccc1-c1ccc(-c2cn(Cc3nnc4ccccn34)nn2)o1,11.9%
Cc1noc(C)c1-c1cc2c(cc(C)n2CCN(C)C)c(Nc2ccncn2)n1,19.7%[176 µM]

# 3 compounds drawn at random from those above:
SMILES,ALOX12 inh
COC(=O)C(c1ccccc1)(c1cn(C)c2ccccc12)C(Nc1ccccc1)c1ccc(C)cc1 (stereo not drawn),?
C/C(=N\NC(=O)CCc1ccccc1)c1ccccc1,10.9%
COc1ccc(C(=O)N[C@@H]2CCC[C@@H]2C(=O)N2CCN(Cc3ccc(F)cc3)CC2)cc1,13.6%

# (cont.)
SMILES,ALOX12 inh
COc1ccc(C(=O)Nc2ccc(-c3nnc4n3CCCC4)cc2)cc1,32.8%[activator]
CN(C)c1ccc(C=Nc2ccc(Br)cc2)cc1,-23.7%
O=C(Nc1ccnn1Cc1cccc(Cl)c1)C1CCN(S(=O)(=O)c2ccc(Cl)cc2)CC1,?
Cc1ccc(-c2ccc3nnc(CNC(=O)c4ccoc4)n3n2)cc1C,17.8%
O=C(CC1=CCCCC1)N1C[C@@H](CO)[C@H](c2nc(C3CC3)no2)C1,54.6%[activator]
O=C(O)C1CCc2nnc(C3CCCN(C(=O)c4cccc(Cl)c4)C3)n21 (stereo not drawn),?
CCOC(=O)C1CCN(C(=O)c2ccc3nccn3c2)CC1,-9.2%[176 µM]
C[C@@H]1CN(Cc2ccc3c(c2)CN(C(=O)CCc2nc4ccc(F)cc4[nH]2)CCO3)C[C@H](C)O1,9.1%
Cc1ccc2c(c1)C(O)(c1c[nH]c3ccccc13)C(=O)N2 (stereo not drawn),0.2%
CN(Cc1cccc(C(N)=O)c1)C(=O)c1nn(-c2ccccc2)c(=O)c2ccccc12,13.3%

# Shown with each value named: four of the compounds above
> O=C(Nc1ccnn1Cc1cccc(Cl)c1)C1CCN(S(=O)(=O)c2ccc(Cl)cc2)CC1
  ALOX12 inh: ?

> Cc1ccc(-c2ccc3nnc(CNC(=O)c4ccoc4)n3n2)cc1C
  ALOX12 inh: 17.8%

> O=C(CC1=CCCCC1)N1C[C@@H](CO)[C@H](c2nc(C3CC3)no2)C1
  ALOX12 inh: 54.6%[activator]

> O=C(O)C1CCc2nnc(C3CCCN(C(=O)c4cccc(Cl)c4)C3)n21 (stereo not drawn)
  ALOX12 inh: ?

# Continued.
SMILES,ALOX12 inh
O=C(c1cnn2cccnc12)N(Cc1ccncc1)Cc1cccc(OCCc2ccc(F)cc2)c1,6.0%
CCc1ccc(CN2CCCC23Cc2ccccc2CNC3=O)cc1 (stereo not drawn),1.9%[6.33 µM]
N#Cc1cccc(CN2CCc3ncc(C(=O)NCCOc4ccccc4)n3CC2)c1,-13.5%[176 µM]
O=C(CN1C(=O)COc2ccc(C(=O)COc3ccc(Cl)cc3F)cc21)NC1CCCCC1,23.3%
Cc1noc(-c2cccn3c(CNC(=O)c4ccc(C(C)(C)C)cc4)nnc23)n1,89.0%[activator]
CN(C)C(=O)C1CN(C(=O)CCc2ncc(-c3ccc(F)cc3)o2)c2ccccc2O1 (stereo not drawn),?
COC(=O)C1=C(C)N(Cc2ccc(C(F)(F)F)cc2)C(=NCc2ccc(C(F)(F)F)cc2)NC1c1cccc(C(F)(F)F)c1 (stereo not drawn),?
CCC(C)(C)C1CCC(NC(=O)Cn2nc(C)c3ccccc3c2=O)CC1 (stereo not drawn),?
CC(C)c1noc(-c2cn(C3CCCN(C(=O)c4ccc(N(C)C)cc4)C3)nn2)n1 (stereo not drawn),16.6%
CCOC(=O)c1cc2cc(C#N)ccc2[nH]1,-46.2%
O=C(c1ccoc1)N1CCCC(CN2CCOCC2)CC1 (stereo not drawn),25.0%
N=C(N)c1ccnc(Sc2nc3ccccc3[nH]2)c1,-5.8%
Cc1cc(SCC(=O)N2CCOCC2)nc2c(C)cccc12,?
COc1ccccc1C(=O)N1CCCC1c1noc(COc2ccc(F)cc2)n1 (stereo not drawn),-5.4%
CCNC(=O)N1CCC(Cc2ccc(C(N)=O)cc2)CC1,21.3%
O=C(NC[C@H]1O[C@H](Cc2cc(-c3ccc(F)cc3)on2)CC[C@@H]1O)C1CCC1,-21.0%[176 µM]
Cc1cnc(C(=O)N[C@@H]2CCC[C@@H]2C(=O)NCCN2CCOCC2)cn1,?
CN1C[C@@H](NC(=O)C2CCCCC2)C[C@H]1c1nc(-c2ccc(F)cc2)no1,9.8%[176 µM]
Cc1oc(-c2nc(C#N)c(NCCN(C)C)o2)cc1S(=O)(=O)N(C)C,45.5%[activator]
CC[C@]1(O)C[C@@H]2CN(CCc3c([nH]c4ccccc34)[C@@](C(=O)OC)(c3cc4c(cc3OC)N(C=O)[C@@H]3C45CCN4CC=C[C@](CC)([C@H]45)[C@@H](OC(C)=O)[C@]3(O)C(=O)OC)C2)C1 (stereo partly drawn),9.2%
CNC(=O)[C@H]1C[C@H](Oc2ccccc2)CN1Cc1cccc(F)c1,52.0%[activator]
CSc1ccccc1C(=O)NCC1Cc2cc(F)cc(-c3cnccn3)c2O1 (stereo not drawn),4.1%
O=C(CSc1nnnn1C1CC1)NC(c1ccc(F)cc1)c1cccs1 (stereo not drawn),-6.0%
CN1C(=O)Cc2cc(-c3csc(-c4ccc(F)cc4)n3)ccc21,-11.6%
CCc1c(C(=O)NC(C)c2ccc(OC)c(OC)c2)csc1C (stereo not drawn),?
CCN(CC(=O)Nc1ccccc1C(F)(F)F)C(=O)c1cc(=O)c2cc(C)ccc2o1,4.2%
COc1cccc(-c2ccc3c(n2)c(=O)ncn3CC2CC2)c1,6.0%[176 µM]
COc1ccc(CCC(=O)N2CCC[C@H]2c2nc(-c3ccc(C)cc3)no2)cc1,4.9%
CCCn1c(C)cnc1CC1CCCN(S(=O)(=O)c2cn(C)cn2)C1 (stereo not drawn),66.0%[activator]
Cc1cc2c(c(=O)n(-c3ccccc3)c(=O)n2CC(=O)N(C)c2ccccc2)n1C,33.6%[activator]

# No new results follow: 4 of the compounds above.
SMILES,ALOX12 inh
CNC(=O)[C@H]1C[C@H](Oc2ccccc2)CN1Cc1cccc(F)c1,52.0%[activator]
CSc1ccccc1C(=O)NCC1Cc2cc(F)cc(-c3cnccn3)c2O1 (stereo not drawn),4.1%
O=C(CSc1nnnn1C1CC1)NC(c1ccc(F)cc1)c1cccs1 (stereo not drawn),-6.0%
CN1C(=O)Cc2cc(-c3csc(-c4ccc(F)cc4)n3)ccc21,-11.6%

# Later entries:
SMILES,ALOX12 inh
COCCNC(=O)NC(=O)CN(CC(C)C)C1CC1,-18.6%
Cc1oc(-c2cccs2)nc1CC(=O)Nc1cccc(C#N)c1,?
COc1ccc(-n2c(=O)c3c(n2Cc2ccccc2)CN(CC2CCOC2)CC3)cc1 (stereo not drawn),?
COc1cccc2c1OCC(CNC(=O)Cn1nc(C)c(C)cc1=O)C2 (stereo not drawn),30.0%
O=C(NC12CC3CC(CC(C3)C1)C2)c1cccc(F)c1,4.8%
Cc1cc(-c2ccnc(-c3nnc(C)n3CCc3ccccc3)c2)ccn1,2.5%[176 µM]
N#Cc1ccc(C(=O)N2CCCN(CCc3ccccc3)c3ccccc32)cc1,?
CCc1ccccc1NC(=O)Cn1ccn2nc(-c3ccc(F)cc3)c(CO)c2c1=O,-1.8%
COc1nc2c(cc1CNC(=O)C1CCOC1)C(=O)N(CCc1ccccn1)C2 (stereo not drawn),81.0%[activator]
Cc1ccc(CCNc2ncncc2-c2nc(-c3ccccc3)no2)cc1,41.9%[activator]
CC(C)(C)c1ccc(S(=O)(=O)NCCO)cc1,-0.5%
O=C1Nc2ccccc2CC12CCCN2C1CCCCC1 (stereo not drawn),?
O=C(N[C@@H]1CCC[C@@H]1C(=O)NCCc1ccccc1)c1ccncc1,33.9%
COC(=O)c1c(C)[nH]c(C(=O)N2CCCCCC2c2ccc(OC)cc2)c1C (stereo not drawn),?
CN(C1CCOCC1)C1CCN(C(=O)c2ccc(Cl)cc2)CC1,39.4%[activator]
O[C@@H]1C[C@@H](c2nc(-c3ccc(OC(F)(F)F)cc3)no2)N(C2CCOCC2)C1,32.7%[activator][176 µM]
CCCCn1c(=O)n(Cc2ccc(C#N)cc2)c(=O)c2c1ncn2Cc1ccco1,-12.7%
C=CCN1C(=O)COc2ccc(NC(=O)c3cc(=O)c4cc(Cl)ccc4o3)cc21,-19.6%
O=C(O)C1=NOC2CN(Cc3coc(-c4ccccc4)n3)CC12 (stereo not drawn),-8.0%[6.33 µM]
O=C(NCc1ccccc1Cn1cccn1)c1cn[nH]c1-c1ccc(Cl)cc1,9.8%
COCC1CN(C2CCC2)CC12CCN(C(=O)c1ccccc1Cl)CC2 (stereo not drawn),43.3%[activator]
COc1ccc(Cl)cc1NC(=O)Cn1ccn2nc(-c3ccc(F)cc3)c(CO)c2c1=O,24.6%
CC1CCCN(CCCn2c(=O)c3c(ncn3C)n(C)c2=O)C1 (stereo not drawn),8.9%
CCc1ccc(C(=O)N2CCC(C3CCNC3)CC2)cc1 (stereo not drawn),-4.1%
COCC(=O)NC1CCC12CCN(C(=O)c1ccc3[nH]ccc3c1)CC2 (stereo not drawn),36.7%[activator]
Cc1nc2scc(CC(=O)Nc3ccc(F)cc3)n2c(=O)c1-c1cc(C)n(-c2ccccc2F)n1,?
COc1cccc(C(=O)NC2CCN(c3cc(-c4ccc(F)cc4)[nH]n3)CC2)c1OC,42.6%[activator]
c1ccc(Cn2cc(CNc3ncncn3)cn2)cc1,56.5%[activator]
Cc1cc(C)cc(OCCn2c(CN(C)C(=O)c3ccco3)nc3ccccc32)c1,-1.7%
Cc1ccc(NC(=O)Nc2cccc(-c3ccc(N4CCOCC4)nn3)c2)cc1F,?
c1csc(CNCCC2CCCCC2)c1,21.6%
CN(C(=O)Cc1c[nH]c2ccccc12)C1CCc2nn(C)c(=O)n2CC1 (stereo not drawn),22.3%
O[C@H]1CC[C@@H](Cc2cc(CN3CCCCC3)on2)O[C@@H]1CNCc1cccnc1,4.4%[176 µM]
C=CCc1c(C)nc(Nc2nc(C)c3ccccc3n2)[nH]c1=O,?
CCCn1nnc(NC(=O)c2ccccc2OC)n1,-11.6%
CCc1ccc(C(=O)N2CCC(C3CCN(S(C)(=O)=O)CC3)C2)cc1 (stereo not drawn),-2.1%
Cc1c(-c2ccccc2)oc2c(C(=O)NC(C)C)cccc2c1=O,-21.5%
Cc1cc(C)nc(N2C[C@H]3OC(=O)N(CCc4cccc(Cl)c4)[C@H]3C2)n1,1.4%
CN(C)C(=O)C1CN(c2ccccc2)C(=O)N1 (stereo not drawn),33.9%[176 µM]
N#Cc1c(-c2ccc(Cl)cc2)[nH]c2ccccc12,?
O=C(CN1C(=O)NC2(CCS(=O)(=O)CC2)C1=O)Nc1ccc(Br)cc1,?
COc1ccccc1OCc1nc2c(n1Cc1ccccc1)C(=O)N(Cc1cccc(Cl)c1)CCN2,10.2%
Cc1ccc(CCNC(=O)C2CCN(C(=O)c3cc4c(=O)[nH]c(C)cn4n3)CC2)cc1,-12.0%
O=C(CSc1n[nH]c(-c2cc(Cl)ccc2Cl)n1)N1CCCC1,-29.6%
CC1CCN(C(=O)c2ncn3c2C(=O)NC[C@H]3C)CC1,-0.5%
Cc1cc(C(=O)N[C@H](C)c2onc(-c3ccc(F)cc3)c2C(=O)O)c(C)o1,?
O=C(O)COc1ccc(/C=C2/NC(=O)NC2=O)cc1I,?
CN(Cc1ccc(F)cc1)C(=O)NC1CCCC(C(F)(F)F)C1 (stereo not drawn),?
Cc1cc(C(=O)N2c3ccccc3CC2c2nc(C3CC3)no2)nn1C (stereo not drawn),-1.5%
Cc1ccccc1-c1nccc2c(=O)cc(-c3ccncc3)oc12,?
# Remaining list, next part
SMILES,ALOX12 inh
Cc1c(-c2ccccc2)oc2c(C(=O)NCCOc3ccccc3)cccc2c1=O,13.0%
C/C(CC(C)C)=N\NC(=O)CC#N,32.1%[activator]
CCC(CC)NC(=O)/C=C/c1ccccc1,-1.6%
Cc1cc2c(c(=O)n1CCN(C)C)C(c1ccc(Cl)cc1Cl)C(C#N)=C(N)O2 (stereo not drawn),56.2µM*
O=C(NC1C[C@H]2CC[C@@H](C1)N2C(=O)Cc1ccsc1)c1ccncc1 (stereo partly drawn),35.1%
S=C(NCCc1cccs1)Nc1ccc(Cl)cc1Cl,?
CC(=O)N1CC2(CCCN(CC3CCCCC3)C2)Cc2ccccc21 (stereo not drawn),?
CSc1ccccc1NC(=O)c1ccc2ccccc2c1,-15.9%
CCOC(=O)C(C)NC(=O)c1ccccc1 (stereo not drawn),-23.1%
CN(C)Cc1nc(SCC(=O)Nc2ccc(F)cc2)c2ccccc2n1,47.5%[activator]
COc1ccc2c(c1)CN(C(=O)COCc1ccccc1)CC[C@H]1COC(=O)N21,10.0%[176 µM]
N#Cc1cn(CC(=O)Nc2cc(F)cc(F)c2)c2ccccc12,?
O=C(NCC1CC1)C1CCc2ncc(-c3ccc(F)cc3)n2C1 (stereo not drawn),25.9%
CCN(c1ccccc1)S(=O)(=O)c1cccc(C(=O)NC2CC2)c1,10.0%

# Screens from PubChem.
